PI4K2A block: PI4K2A (human) kinase inhibition; Q9BTU6; purified PI4K2A, ADP-Glo luminescence, 1 h; hits give low values; activity change, negative = inhibition, % at 76.9 µM; 420,000 compounds, 0.13% hits; AID 1346378; in the data active means activity change below about -50%; inconclusive means mostly about -30% to -49%;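 further: -100% = wells without enzyme as full effect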
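Compounds are screened against recombinant PI4K2A using PI as substrate and ATP, the latter dispensed at 300 microM. Reactions run one hour at ambient temperature before ADP-Glo detection; full inhibition defined by wells lacking enzyme.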
JMJD2A Tudor: inhibitors of human JMJD2A Tudor domain | AlphaScreen JMJD2A-Tudor / H3K4me3 peptide binding | Potency, µM (titrated, usually from 114 µM), inactives show at the highest dose activity change, negative = inhibition, hits mostly inhibitors | AID 504339 | 390,000 compounds, 4.4% hits; further: potency means the concentration at half of the fitted maximal effect; on the % scale 0 is the no-effect control and ±100 the full control effect; nearly all actives have a fitted effect of over 50% in size
Tb PGK inh: inhibitors of T. brucei phosphoglycerate kinase; P07378; PGK/GAPDH coupled, Kinase-Glo luminescence, 60 min; Potency, µM (top dose mostly 57.5 µM), for the others: top-dose activity change, negative = inhibition, most hits filed as inhibitors; 380,000 compounds, 0.043% hits; further: potency means the concentration at half of the fitted maximal effect; on the % scale 0 is the no-effect control and ±100 the full control effect; nearly all actives have a fitted effect of over 60% in size
Target sequence (P07378 whole entry, looked up): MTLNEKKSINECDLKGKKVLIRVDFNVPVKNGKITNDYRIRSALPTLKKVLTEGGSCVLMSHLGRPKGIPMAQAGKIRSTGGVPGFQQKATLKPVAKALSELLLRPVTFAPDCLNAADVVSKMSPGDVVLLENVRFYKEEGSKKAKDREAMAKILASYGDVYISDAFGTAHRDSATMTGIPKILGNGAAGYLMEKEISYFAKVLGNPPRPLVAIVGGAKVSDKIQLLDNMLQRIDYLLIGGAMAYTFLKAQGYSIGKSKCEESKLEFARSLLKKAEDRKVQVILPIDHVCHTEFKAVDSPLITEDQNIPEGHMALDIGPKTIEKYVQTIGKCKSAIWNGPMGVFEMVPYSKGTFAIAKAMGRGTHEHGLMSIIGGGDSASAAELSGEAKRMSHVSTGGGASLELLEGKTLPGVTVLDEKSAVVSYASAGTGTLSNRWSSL
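Luminescent ATP detection (Kinase-Glo Plus) follows a 60-minute room-temperature incubation, with wells lacking PGK as controls. Buffer: 100 mM TEA (pH 7.6), 5 mM MgCl2, 0.01% Tween-20. Coupling enzyme GAPDH (100 nM final) supplies unstable 1,3-BPG in-well.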
GLS inhibitor: glutaminase GLS (human) inhibition | Potency, µM (highest dose often 45.5 µM), without a hit: at the top dose activity change, negative = inhibition, usual class: inhibitors | 410,000 compounds, 0.21% hits | AID 624170 | O94925 | GLS enzymatic activity, qHTS titration; further: potency means the concentration at half of the fitted maximal effect; on the % scale 0 is the no-effect control and ±100 the full control effect
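Compounds were pin-transferred onto hKGA, after which L-glutamine (1 mM solution) and a detection mix of glutamate oxidase, HRP and Amplex Red were added. Initial and 30 min RT fluorescence reads were collected.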
HP1b chromo inh: inhibitors of HP1-beta chromodomain binding to methylated histone tails | P83916 | AlphaScreen HP1-beta / biotin-H3K9me3 peptide binding | Potency, µM (top dose mostly 114 µM), without a hit: top-dose activity change, negative = inhibition, actives largely listed as inhibitors | 390,000 compounds, 0.56% hits; further: potency means the concentration at half of the fitted maximal effect; nearly all actives have a fitted effect of over 70% in size; inactives centre near 23
Target sequence (P83916 whole entry, looked up): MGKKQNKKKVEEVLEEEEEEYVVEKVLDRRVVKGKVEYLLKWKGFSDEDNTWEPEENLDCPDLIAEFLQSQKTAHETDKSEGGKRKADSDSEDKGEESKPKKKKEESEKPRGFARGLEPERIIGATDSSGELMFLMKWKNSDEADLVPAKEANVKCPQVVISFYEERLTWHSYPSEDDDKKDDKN
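Compound inhibition of the preformed complex between 50 nM HP1-beta and 50 nM biotinylated H3K9me3 peptide was read by AlphaScreen. Buffer was PBS pH 7.4 with 0.01% Tween-20. Incubations ran 30 min at room temperature, with 10 ug/mL donor/acceptor beads.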
G9a block: inhibitors of human histone lysine methyltransferase G9a | G9a H3K9 monomethylation, AlphaScreen, 2 h | Potency, µM (titrated, usually from 102 µM), inactives show at the top dose activity, negative = inhibition, most hits filed as inhibitors | 350,000 compounds, 8.8% hits; further: potency means the concentration at half of the fitted maximal effect; on the % scale 0 is the no-effect control and ±100 the full control effect; nearly all actives have a fitted effect of over 75% in size
Target sequence (Q96KQ7 913-1193 limits assumed): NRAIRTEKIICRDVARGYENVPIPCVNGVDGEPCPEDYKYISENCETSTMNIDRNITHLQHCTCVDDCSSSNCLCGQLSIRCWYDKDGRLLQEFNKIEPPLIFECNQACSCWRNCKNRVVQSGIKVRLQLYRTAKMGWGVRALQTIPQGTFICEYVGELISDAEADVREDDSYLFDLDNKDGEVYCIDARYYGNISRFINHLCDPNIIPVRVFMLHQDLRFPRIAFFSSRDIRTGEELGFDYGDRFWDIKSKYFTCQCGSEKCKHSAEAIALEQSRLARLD
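Compounds were preincubated with 20 nM G9a for 15 min, after which biotinylated H3K9 peptide (500 nM) and SAM (20 uM) started a 2 h room-temperature reaction. Monomethylated product was quantified by antibody-based AlphaScreen chemiluminescence.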
BAZ2B inh: inhibitors of human BAZ2B bromodomain; Q9UIF8; AlphaScreen BAZ2B-H3K14Ac peptide displacement; Potency, µM (series often up to 114 µM), for the others: at the top dose activity change, negative = inhibition, actives largely listed as inhibitors; 360,000 compounds, 4.4% hits; further: potency means the concentration at half of the fitted maximal effect; on the % scale 0 is the no-effect control and ±100 the full control effect; nearly all actives have a fitted effect of over 60% in size
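Inhibition is scored as reduced AlphaScreen emission. The BAZ2B/b-H3(5-23)K14Ac complex (50 nM each) in PBS pH 7.4, 0.01% Tween-20 meets compound (up to 110 uM) for 30 min at RT before bead addition.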
Pin1 inh: blocks the human prolyl isomerase Pin1; Q13526; AID 504891; Pin1 FP peptide displacement, HiFluor488, 10 min; Potency, µM (titrated, usually from 115 µM), for the others: at the highest dose activity, negative = inhibition, most hits filed as inhibitors; 390,000 compounds, 0.009% hits; active means well fitted inhibition curve with a large enough effect in the polarisation, with a control signal flat, not every such curve was filed as active; inconclusive means small, poorly fitted or top-dose-only effect, or effect the other way, or a change in a side signal; inactive means no such curve, though single readings can be large or run the other way; the % refers to the polarisation; further: potency means the concentration at half of the fitted maximal effect; on the % scale 0 is the no-effect control and ±100 the full control effect
Target sequence (Q13526 whole entry, looked up): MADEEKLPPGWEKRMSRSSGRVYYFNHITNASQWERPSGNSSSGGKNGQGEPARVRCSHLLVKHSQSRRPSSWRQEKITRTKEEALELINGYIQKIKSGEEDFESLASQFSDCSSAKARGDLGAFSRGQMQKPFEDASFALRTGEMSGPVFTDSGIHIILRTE
ERG Ets-DNA blk: ERG Ets/DNA interaction inhibition; P11308; fluorescence polarization, His-ERG Ets domain / labelled DNA; Potency, µM (top dose mostly 76.9 µM), for the others: at the highest dose FP activity, negative = inhibition, hits mostly inhibitors; 370,000 compounds, 0.028% hits; AID 624246; active means well fitted inhibition curve with a large enough effect in the polarisation, with a control signal flat; inconclusive means small, poorly fitted or top-dose-only effect, or effect the other way, or a change in a side signal; inactive means no such curve, though single readings can be large or run the other way; the % refers to the polarisation;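 further: polarization taken with two DNA probes labelled with fluorescein and Texas red; potency means the concentration at half of the fitted maximal effect; % of control where 0% means no effect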
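His-tagged ERG Ets domain (1 uM in the protein solution; 300mM KCl, 50mM Tris-HCl, 1mM EDTA, 1mM DTT, pH 7.5) received compound, then a probe mix of 5 nM fluorescein-DNA and 100nM Texas-615-DNA. Fluorescence polarization was read for both dyes.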
An asterisk follows results filed as active; i = inactive; ? = inconclusive; . = no result given; [ ] = dose if it differs, or a comment. Unless noted, the call rests on the fitted dose curve; in most records, active means well fitted curve in the direction sought with a large enough effect; inconclusive means small, poorly fitted or top-dose-only effect, or another doubt; inactive means no such curve, though single readings can be large; an effect the other way counts as inactive or inconclusive. Random draw from the library; any-hit rate near 11%.

JMJD2A Tudor	PI4K2A block	ERG Ets-DNA blk	BAZ2B inh	HP1b chromo inh	GLS inhibitor	Pin1 inh	G9a block	Tb PGK inh	SMILES
-13.0%	1.5	-2.3%	-7.7%	8.0%	4.3%	-3.2%	22.6%[59 µM]	-0.2%	CCOc1ccc(OCC)c(N=c2oc3c(C)ncc(CO)c3cc2C(N)=O)c1
2.1%	-2.6	6.4%	-0.8%	76.6%[activator]	5.9%	?	-4.7%[59 µM]	-4.2%	CCN(CC)c1ccc2cc(C(=O)NNC(=O)c3ccc(S(=O)(=O)N4CCCCC4)cc3)c(=O)oc2c1
-15.5%	-4.9	-1.2%	13.0%	36.2%	1.8%	4.0%	-11.2%	i	CCCCNC(=O)C1CCN(S(=O)(=O)c2c(C)noc2/C=C\c2ccc(OC)cc2)CC1
?	-17.1	14.8%	50.1µM*	?	-25.1%	?	.	-9.6%	O=C(O)c1ccc(N/N=C/C2=C(N3CCOCC3)C(=C\c3ccccc3)/CC2)cc1
-18.4%	-6.2	18.4%	-4.1%	14.3%	5.8%	-5.8%	.	i	COC(=O)C1=C(C)N(CCCC(=O)O)C(=O)NC1c1ccc(Br)cc1 (stereo unspecified)
-30.0%	0.2	-3.4%	-33.7%	3.2%	2.3%	-1.1%	?	-1.2%	Cc1ccc(C)c(S(=O)(=O)N2CCCCC2CCNC(=O)C(=O)NCCc2ccco2)c1 (stereo unspecified)
-19.5%	-0.2	1.6%	-26.9%	13.3%	0.4%	4.1%	-32.8%[59 µM]	-2.9%	COc1ccc(-c2nnc(SCC(=O)Oc3cccc(C)c3C)o2)cc1
-11.8%	6.0	-6.2%	3.7%	22.7%	-7.3%	-14.3%	14.1%[59 µM]	-5.6%	Cc1nc2sc(C)c(C)c2c(=O)[nH]1
-18.5%	10.2	0.0%	?	27.6%	-4.7%	-10.1%	22.7%	-2.9%	Nc1nc(NCCO)nc(NC2CCCCC2)c1[N+](=O)[O-]
-4.9%	4.2	-4.0%	-2.8%	23.9%	-0.9%	5.4%	7.4%[12.7 µM]	2.7%	Cc1ccc(N2C(=O)CSCC2=O)cc1
-10.9%	-6.8	-0.1%	-3.2%	?	-10.5%	?	3.3%[59 µM]	5.6%	CCCC(=O)N(c1ccc2oc(C)c(C(C)=O)c2c1)S(=O)(=O)c1ccc(C)cc1
8.6%	9.5	3.1%	2.7%	59.1%[activator]	-8.8%	-17.6%	-9.3%[12.7 µM]	-1.6%	Cc1cccc(Nc2ccccc2)c1
-21.1%	-15.0	6.5%	2.7%	2.4%	0.1%	7.3%	11.6%	-3.2%	CC(=O)Nc1cccc(NC(=O)Nc2ccc(C)c(Cl)c2)c1
-35.6%	-0.9	-4.3%	.	4.9%	3.1%	2.9%	.	-12.9%	CC[C@@H](C)[C@@H]1CN([C@@H](CN2CCC[C@H]2CN2C(N)=NC[C@H]2C(C)C)C(C)C)C(=N)N1CCc1ccc(Cl)c(Cl)c1
-7.1%	-1.0	3.8%	-14.3%	26.9%	0.5%	0.4%	.	2.5%	NC(=O)C1CCCN(C(=O)c2ccc3oc(Cc4ccc(Cl)cc4)nc3c2)C1 (stereo unspecified)
-29.5%	1.2	0.1%	-25.7%	32.7%	0.0%	20.9%	54.3%[activator][59 µM]	10.4%	CCc1nc2ccccc2c(C(=O)OCC(=O)Nc2cccc(S(=O)(=O)N3CCOCC3)c2)c1C
1.3%	-0.9	24.6%	2.7%	32.7%	1.5%	-4.5%	?	2.0%	CC(=O)c1cnc2c(-c3ccccc3)c(-c3ccccc3)nn2c1C
-13.7%	-1.7	5.8%	-24.7%	47.5%[activator]	36.8%[activator]	10.7%	-38.7%[59 µM]	-3.0%	Nn1cc(-c2ccccc2)nc1SCC(=O)NC1CCS(=O)(=O)C1 (stereo unspecified)
-11.7%	9.2	3.6%	4.1%	33.5%	11.0%	-17.4%	4.5%	-0.8%	CC(=O)Nc1cn(-c2ccccc2)nc1-c1ccccc1
50.1µM*	0.8	1.0%	17.8µM*	?	21.5%	-2.1%	2.5%[59 µM]	-8.8%	CC(C)NC(=S)N/N=C/c1cc(Br)ccc1O
-6.9%[11.4 µM]	6.1	2.7%	-7.0%	-13.5%	-6.1%	-3.4%	?	-5.1%	CC1CCCCC1NC(=O)COC(=O)c1ccccn1 (stereo unspecified)
-0.3%	0.7	-5.1%	-3.7%	53.6%[activator]	-9.3%	7.6%	-48.6%[59 µM]	-1.0%	COC(=O)Cn1c(C)c(C#N)c2ccccc21
-2.7%	-0.4	-1.5%	0.3%	19.3%	5.2%	2.5%	-9.7%[12.7 µM]	-6.4%	COc1ccccc1-c1nnc2n1N=C(C(C)(C)C)CS2
-16.2%	-4.2	-3.8%	5.4%[57.1 µM]	24.2%	1.1%	6.3%	-41.2%[59 µM]	4.9%	CC(C)(C)OC(=O)N1CCC(c2c(C(=O)NCc3ccco3)cnn2-c2ccc(F)cc2F)CC1
-17.3%	-2.7	-4.8%	-5.2%	1.4%	2.8%	-6.6%	-26.5%	-0.6%	COC(=O)c1cc(NS(=O)(=O)c2cccs2)cc(NS(=O)(=O)c2cccs2)c1
?	0.1	-13.3%	-37.9%	-4.2%	-3.4%	-7.8%	?	-3.7%	CCOC(=O)N1CCN(S(=O)(=O)c2ccc(C(=O)N(CCCN(C)C)c3nc4ccc(Cl)cc4s3)cc2)CC1
9.4%	-8.7	12.6%	-0.7%	44.1%	-6.0%	3.8%	-3.0%[59 µM]	-6.8%	CC1CCN(S(=O)(=O)c2ccc3nc(N4CCN(c5ccc(F)cc5)CC4)ccc3c2)CC1
-9.0%	-2.9	9.7%	1.7%	50.1%[activator]	2.0%	-7.0%	2.9%	2.5%	Cc1nn(C)cc1S(=O)(=O)N1CCN(c2ccccc2F)CC1
-5.8%	-6.0	-0.4%	1.2%	54.6%[activator]	-9.8%	5.8%	7.7%[59 µM]	-1.0%	CCCCNC(=O)c1ccc2c(c1)N(CC)C(=O)c1ccccc1S2
-10.5%	1.6	-0.2%	-13.2%	32.2%	7.2%	-6.4%	.	-11.9%	CC1SC(c2ccc(F)cc2)NC1=O (stereo unspecified)

Ordered by value in BAZ2B inh (high to low): 3 from the list above.
structure | BAZ2B inh
COc1ccccc1-c1nnc2n1N=C(C(C)(C)C)CS2 | 0.3%
CCCC(=O)N(c1ccc2oc(C)c(C(C)=O)c2c1)S(=O)(=O)c1ccc(C)cc1 | -3.2%
CC1SC(c2ccc(F)cc2)NC1=O (stereo unspecified) | -13.2%

(next part)
JMJD2A Tudor	PI4K2A block	ERG Ets-DNA blk	BAZ2B inh	HP1b chromo inh	GLS inhibitor	Pin1 inh	G9a block	Tb PGK inh	SMILES
-4.8%[11.4 µM]	2.6	-7.2%	1.8%	-8.8%	-8.6%	-3.3%	-5.5%	-9.1%	COc1ccc(C2C(C(=O)OCC(=O)Nc3ccc(C)cc3)CCC(=O)N2c2ccc(OC)cc2)cc1 (stereo unspecified)
-33.1%	7.6	-5.7%	-38.6%	-1.2%	33.4%[activator]	-1.7%	?	-2.1%	CCN1CCN(c2ccc(NC(=O)c3cccc4ncccc34)cc2)CC1
-0.4%[57.1 µM]	-6.3	-0.2%	?	34.5%	-2.8%	.	50.1µM*	3.5%	Cc1cc[n+](-c2[nH]c(=O)sc2/C=N/N=C(\[O-])c2ccccc2)cc1C
-28.1%	3.4	-5.7%	4.7%	21.1%	-10.7%	-3.3%	8.6%[59 µM]	-1.0%	Cc1ccnc(NS(=O)(=O)c2ccc(NC(=O)c3ccc(S(=O)(=O)N4CCOCC4)cc3)cc2)n1
-6.1%	2.6	6.8%	5.5%	17.2%	-0.2%	-3.5%	0.4%[59 µM]	13.0%	CS(=O)(=O)N(CC(=O)NCc1ccc2c(c1)OCO2)c1ccc(Cl)cc1
8.6%	0.6	-3.3%	2.4%	32.2%	11.9%	?	-46.9%[59 µM]	i	Cc1ccc(C2CC(=O)n3nc(-c4ccc(Cl)cc4)nc3S2)cc1 (stereo unspecified)
-20.0%	3.7	-1.7%	.	31.4%	12.0%	1.6%	-51.9%	-0.2%	Cc1cc(C)nc(SCc2ccc(C(=O)N/N=C/c3ccncc3)cc2)n1
48.0%[activator]	-0.5	-2.9%	50.5%[activator]	129.2%[activator]	-4.8%	3.3%	73.2%[activator][59 µM]	i	CC(CC(=O)N1CCc2ccccc21)c1ccccc1 (stereo unspecified)
-19.2%	0.5	-3.4%	-29.0%	7.3%	-1.4%	-6.3%	-28.4%	i	CCc1ccccc1NC(=S)N(CCCN1CCOCC1)Cc1cccs1
?	-10.2	-2.0%	-21.7%	15.7%	3.0%	1.4%	2.51µM*	2.5%	Cc1nn(Cc2n[nH]c(=S)n2Cc2ccccc2)c(C)c1Cl

Structures listed so far shown as hits in G9a block:
JMJD2A Tudor	PI4K2A block	ERG Ets-DNA blk	BAZ2B inh	HP1b chromo inh	GLS inhibitor	Pin1 inh	G9a block	Tb PGK inh	SMILES
-0.4%[57.1 µM]	-6.3	-0.2%	?	34.5%	-2.8%	.	50.1µM*	3.5%	Cc1cc[n+](-c2[nH]c(=O)sc2/C=N/N=C(\[O-])c2ccccc2)cc1C
?	-10.2	-2.0%	-21.7%	15.7%	3.0%	1.4%	2.51µM*	2.5%	Cc1nn(Cc2n[nH]c(=S)n2Cc2ccccc2)c(C)c1Cl
